Screening data as filed in PubChem BioAssay.
OX1R FRET antag = antagonists of human orexin 1 receptor (OX1R). inhibition, % at 6.6 µM. OX1R-expressing cells, FRET antagonist read-out. Orexin/Hypocretin receptor type 1 (Homo sapiens), O43613. hit rate 1.8% among 330,000; in the data active = inhibition mostly above about 38%, no sharp cut-off; inactive = mostly below about 40%;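 also: 0% = agonist challenge alone and 100% = reference antagonist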
Target sequence (O43613 whole entry, looked up): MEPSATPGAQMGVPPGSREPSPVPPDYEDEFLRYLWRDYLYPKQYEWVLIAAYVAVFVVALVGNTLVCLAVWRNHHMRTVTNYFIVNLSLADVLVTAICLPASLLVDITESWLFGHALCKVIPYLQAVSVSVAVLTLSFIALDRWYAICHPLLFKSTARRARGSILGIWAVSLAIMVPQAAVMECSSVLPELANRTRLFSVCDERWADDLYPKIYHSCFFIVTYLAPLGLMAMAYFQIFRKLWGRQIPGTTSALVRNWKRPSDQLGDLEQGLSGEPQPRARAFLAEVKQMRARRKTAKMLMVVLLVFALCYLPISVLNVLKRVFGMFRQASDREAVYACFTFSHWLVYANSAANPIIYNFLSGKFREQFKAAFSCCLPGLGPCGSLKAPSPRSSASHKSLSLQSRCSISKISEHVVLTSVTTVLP
STK33 inh = inhibitors of purified STK33 kinase, primary screen, biochemical, ADP-Glo luminescence, homogeneous, cell-free; Serine/threonine-protein kinase 33 (Homo sapiens), Q9BYT3; MBP phosphorylation; inhibition, % at 10 µM; hit rate 0.073% among 320,000; AID 2661, 2010;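 active = inhibition at or above 25%, using the most active replicate where run in duplicate; inactive = inhibition below 25%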
Target sequence (Q9BYT3 whole entry, looked up): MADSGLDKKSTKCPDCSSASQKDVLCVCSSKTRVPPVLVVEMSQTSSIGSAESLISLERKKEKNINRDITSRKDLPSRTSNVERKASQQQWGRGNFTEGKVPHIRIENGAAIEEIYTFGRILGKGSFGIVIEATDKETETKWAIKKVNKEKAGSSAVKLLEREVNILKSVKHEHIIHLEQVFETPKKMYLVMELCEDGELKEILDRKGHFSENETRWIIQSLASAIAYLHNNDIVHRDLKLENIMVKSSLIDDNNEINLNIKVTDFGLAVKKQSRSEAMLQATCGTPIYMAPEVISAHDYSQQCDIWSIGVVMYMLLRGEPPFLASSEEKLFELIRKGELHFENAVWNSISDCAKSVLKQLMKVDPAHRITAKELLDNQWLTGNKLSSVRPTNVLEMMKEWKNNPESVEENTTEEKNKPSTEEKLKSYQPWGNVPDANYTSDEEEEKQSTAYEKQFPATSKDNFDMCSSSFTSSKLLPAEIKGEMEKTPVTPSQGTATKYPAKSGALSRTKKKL
* hit, by the source's call; x = no result given. No enrichment for hits; any-hit rate near 1.8%.

SMILES | OX1R FRET antag | STK33 inh
CN(C)c1ccc(C(C(=O)NC(C)(C)C)N(C(=O)c2csnn2)C2CC2)cc1 (stereo unspecified) | 6 | 0.2
CCCCC(CC)CNC(=O)c1ncn[nH]1 (stereo unspecified) | 7 | x
Cc1nc2ccc(Nc3ccncc3)cc2s1 | 18 | -1.1
Fc1ccccc1CNCc1ccc2c(c1)OCO2 | 3 | -1.8
COc1ccc(Oc2ccccc2/C=C/C(=O)O)cc1 | 9 | -2.5
COc1cccc(CN2CCN(S(=O)(=O)c3ccc(Cl)s3)CC2)c1 | 20 | 6.1
CCOC(=O)c1sc(NS(=O)(=O)c2ccc(C)cc2)nc1C | 1 | 0.8
COc1c(C)cccc1C(=O)NC(=S)Nc1ccccc1N1CCCC1 | 35 | -0.8
Cc1nc2cc(S(=O)(=O)N3CCC(C(=O)O)CC3)ccc2n1C1CCCC1 | 12 | 1.7
CO/C([O-])=N/c1c[n+](-c2ccc(Cl)cc2)no1 | 30 | -1.5
CCOc1cc(C(=O)NCc2ccco2)cc(OCC)c1OCC | 20 | -0.2
COc1ccc(C2/C(=C(/O)c3ccccc3)C(=O)C(=O)N2c2ncccn2)cc1OC (stereo unspecified) | 14 | 0.5
COc1ccccc1C(=O)N1CCN(c2cccc(C(F)(F)F)c2)CC1 | 23 | -2.1
Cc1ccc(SCC(=O)OCC(=O)NC2(C#N)CCCCC2)cc1 | x | -0.1
CCC(CC)N1CCN(C(=O)c2cc(OC)c(OC)c(OC)c2)CC1 | 2 | -1.1
CC(=O)Nc1ccc2nc(-c3ccco3)[nH]c2c1 | 1 | 0.1
O=C1/C(=C/c2cccs2)N=C(c2cccs2)N1Nc1ccccc1 | 27 | -0.6
CN1CCCN(C(=O)c2ccc(Cl)c(S(=O)(=O)N(C)c3ccccc3)c2)CC1 | 8 | -0.8
COc1ccc2ccccc2c1CN1CCN(C(=O)c2ccco2)CC1 | 0 | 0.7
C=CCOc1ccc(/C=C/C(=O)OCC(=O)NCc2ccco2)cc1 | 28 | 0.5
CCN(c1ccccc1)S(=O)(=O)c1ccc(Cl)c(NC(=O)COC(=O)c2cc(O)c3ccccc3c2O)c1 | 59 | -0.4
Cc1ccsc1C(=O)NCCC(c1ccccc1)c1ccccc1 | 16 | -2.0
O=C(Nc1ccc2oc(-c3ccccc3)nc2c1)c1cccs1 | 82* | -4.7
COc1cccc(C(=O)NC2=NCCS2)c1 | 8 | -2.0
Cc1nc2nc(SCC(=O)NCCCN3CCCC3)nn2c(C)c1Cc1ccccc1Cl | 8 | -0.4

Remaining list, next part
SMILES | OX1R FRET antag | STK33 inh
COc1ccccc1NS(=O)(=O)c1cccc(C(=O)NN)c1 | 21 | -0.9
COc1cccc(-n2nnc3c(=O)n(CC(=O)N4CCCCC4)cnc32)c1 | 3 | 0.1
CC(=O)Nc1ccc(NC(=O)COc2ccc(Br)cc2C)cc1 | 30 | -0.2
O=C(Cc1ccc(S(=O)(=O)N2CCCC2)s1)Nc1cccc([N+](=O)[O-])c1 | 9 | -3.3
CCCCCCCC(=O)N1c2ccccc2NC(=O)C1CC(=O)Nc1ccc(C(=O)O)cc1 (stereo unspecified) | 13 | -0.2
Cc1cccc(N2CCN(C(=O)c3ccc(NC(=O)CC4SC(N5CCCC5)=NC4=O)cc3)CC2)c1C (stereo unspecified) | 4 | 1.5
COc1c(Cl)cc(-c2noc(C)c2C(=O)NCc2ccc3c(c2)OCO3)cc1Cl | 15 | -2.6
c1ccc2nc3c(nc2c1)c1ccccc1n3CCN1CCOCC1 | 49* | -0.7
CCN(CC)c1ccc(C2C(C(=O)OC(C)C)C(=O)CC(C)(O)C2C(=O)OC(C)C)cc1 (stereo unspecified) | 18 | -2.6
O=Nc1c(O)n(Cc2cccc(C(F)(F)F)c2)c2ccccc12 | 18 | -1.1
O=C(Cc1cccs1)N/N=C/C=C\c1ccccc1[N+](=O)[O-] | 23 | 0.7
O=C(COC(=O)CCOc1ccccc1)NCc1ccco1 | 16 | 0.3
O=C(N/N=C/c1ccc2nccnc2c1)c1cccc([N+](=O)[O-])c1 | 20 | -1.9
CCOC(=O)c1cccc(NC(=O)CSc2nnc(C)n2Cc2ccccc2)c1 | 15 | 2.1
CCn1c(C)nc2cc(C(N)=O)ccc21 | 8 | -0.1
CC1CCC2(CC1)NC(=S)N(C(C)(C)C)N2 (stereo unspecified) | 0 | -0.8
CC(C)(C)NCC(O)(c1ccc(Cl)cc1)c1ccc(Cl)cc1 | 24 | -1.5
CCN(CC)S(=O)(=O)c1ccc(NCCc2ccccn2)nc1 | 8 | -3.6
CN(Cc1ccco1)C(=O)C1CCCN(c2ncnc3c2nc2n3CCCCC2)C1 (stereo unspecified) | 15 | 1.3
CCOc1c(Br)cc(/C=C2\N=C(C)OC2=O)cc1Br | x | -0.4
COc1ccc(-c2noc(=O)n2Cc2ccc(C#N)cc2)cc1 | x | -1.4
N#C/C(=C/c1ccccc1[N+](=O)[O-])c1nc(C2CC2)cs1 | 28 | -1.1
COCCCN1CN(S(=O)(=O)c2ccc(Cl)cc2)c2nc3ccccc3nc21 | 33 | -0.9
Cc1cc(C)nc(NC2=NCCN2C(=S)Nc2ccc(C)c(C)c2)n1 | 5 | -0.7
COCCNC(=O)CSc1cc(=O)n(C)c2cc(Cl)ccc12 | 5 | -1.1

An excerpt from further up:
SMILES | OX1R FRET antag | STK33 inh
COc1ccccc1NS(=O)(=O)c1cccc(C(=O)NN)c1 | 21 | -0.9
COc1cccc(-n2nnc3c(=O)n(CC(=O)N4CCCCC4)cnc32)c1 | 3 | 0.1
CC(=O)Nc1ccc(NC(=O)COc2ccc(Br)cc2C)cc1 | 30 | -0.2
O=C(Cc1ccc(S(=O)(=O)N2CCCC2)s1)Nc1cccc([N+](=O)[O-])c1 | 9 | -3.3
CCCCCCCC(=O)N1c2ccccc2NC(=O)C1CC(=O)Nc1ccc(C(=O)O)cc1 (stereo unspecified) | 13 | -0.2
Cc1cccc(N2CCN(C(=O)c3ccc(NC(=O)CC4SC(N5CCCC5)=NC4=O)cc3)CC2)c1C (stereo unspecified) | 4 | 1.5
COc1c(Cl)cc(-c2noc(C)c2C(=O)NCc2ccc3c(c2)OCO3)cc1Cl | 15 | -2.6
c1ccc2nc3c(nc2c1)c1ccccc1n3CCN1CCOCC1 | 49* | -0.7
CCN(CC)c1ccc(C2C(C(=O)OC(C)C)C(=O)CC(C)(O)C2C(=O)OC(C)C)cc1 (stereo unspecified) | 18 | -2.6
O=Nc1c(O)n(Cc2cccc(C(F)(F)F)c2)c2ccccc12 | 18 | -1.1
O=C(Cc1cccs1)N/N=C/C=C\c1ccccc1[N+](=O)[O-] | 23 | 0.7
O=C(COC(=O)CCOc1ccccc1)NCc1ccco1 | 16 | 0.3
O=C(N/N=C/c1ccc2nccnc2c1)c1cccc([N+](=O)[O-])c1 | 20 | -1.9
CCOC(=O)c1cccc(NC(=O)CSc2nnc(C)n2Cc2ccccc2)c1 | 15 | 2.1
CCn1c(C)nc2cc(C(N)=O)ccc21 | 8 | -0.1
CC1CCC2(CC1)NC(=S)N(C(C)(C)C)N2 (stereo unspecified) | 0 | -0.8
CC(C)(C)NCC(O)(c1ccc(Cl)cc1)c1ccc(Cl)cc1 | 24 | -1.5
CCN(CC)S(=O)(=O)c1ccc(NCCc2ccccn2)nc1 | 8 | -3.6

New compounds follow
SMILES | OX1R FRET antag | STK33 inh
Cc1ccc(S(=O)(=O)N(C)CC(=O)Nc2cccnc2)cc1 | 21 | -0.7
Cc1ccc2ncnc(Nc3cccc(C(=O)O)c3)c2c1 | 16 | 0.7
CCCCOc1ccccc1Cn1c(=O)oc2ccccc21 | 26 | -2.0
Nc1c(C(=O)N/N=C/c2cccnc2)cnn1-c1ccccc1 | 32 | -0.9
O=c1c2ccccc2nc(SCc2cn3ccsc3n2)n1-c1ccc(F)cc1 | 17 | 0.4
C#CCOc1ccc(CNC[C@H]2O[C@@H](n3cnc4c(N)ncnc43)[C@H](O)[C@@H]2O)cc1 | 1 | -0.4
Cc1ccccc1Cn1ccc(NC(=O)c2cnn3c2NC(c2ccccc2)CC3C(F)(F)F)n1 (stereo unspecified) | 18 | -1.6
CCOc1ccc(C2C(C(=O)Nc3ccccc3)=C(C)N=c3s/c(=C/c4cccc(OCC(=O)O)c4)c(=O)n32)cc1 (stereo unspecified) | 32 | -1.1
O=C(NCc1ccccn1)C(=O)NCC1OCCCN1S(=O)(=O)c1ccc(F)cc1 (stereo unspecified) | 3 | -0.9
O=C(c1ccc(N2CCCC2)c([N+](=O)[O-])c1)N1CCN(S(=O)(=O)c2ccc(Cl)cc2)CC1 | 3 | 0.7
FC(F)Sc1nc(-c2ccccc2)c(-c2ccccc2)n1C(F)F | 27 | -0.7
CC(=O)NC(=S)Nc1ccc(NC(=S)NC(=O)/C=C/c2ccco2)cc1 | -2 | -1.6
Cc1ccc(C(=O)COC(=O)CNC(=O)C(c2ccccc2)c2ccccc2)cc1[N+](=O)[O-] | 36 | 0.8
COc1ccc(C(=O)NC2CCc3ccccc32)cc1OC1CCN(C(C)=O)CC1 (stereo unspecified) | 6 | -1.5
CC(C)(C)c1ccc(C(=O)Nc2cccc(S(=O)(=O)NC3=NCCC3)c2)cc1 | 8 | 0.5
Cc1nn(C(C)C(=O)NC2CCC(C)CC2)c(=O)c2nn(-c3ccccc3)c(C)c12 (stereo unspecified) | 7 | -0.5
COc1cc([C@@H]2CC=C(C(=O)O)[C@H](c3ccc(C)cc3)N2S(=O)(=O)c2ccc(C)cc2)cc(OC)c1OC | -2 | x
COC(=O)c1cc2ccsc2n1Cc1nc(-c2ccc(Cl)cc2)oc1C | 1 | -0.6
COCCN(C(=S)Nc1ccccc1C)C(C)c1cccnc1 (stereo unspecified) | 0 | -1.2
CNc1nnc(CSc2nc(C)cc(C)n2)s1 | 7 | -1.2
c1cc(-c2nnn(CCOCCn3nnc(-c4ccncc4)n3)n2)ccn1 | 11 | 1.4
O=C(O)CCC(=O)Nc1ccc2c(c1)oc1ccccc12 | 6 | 1.0
O=C1COc2ccc(-c3csc(NCC4CCCO4)n3)cc2N1 (stereo unspecified) | 42 | 11
CCOC(=O)C(=O)N1CCN(c2ccccc2OC)CC1 | -3 | -0.7
Cc1ccc(S(=O)(=O)c2ccc(Cl)cc2)cc1S(=O)(=O)NC(C(=O)O)C(C)C (stereo unspecified) | 17 | 0.1

(next part)
SMILES | OX1R FRET antag | STK33 inh
O=C(CN1C(=O)NC2(CCCC2)C1=O)OCCOc1ccccc1 | 14 | -2.2
CCc1ccc(C(=O)Nc2cc(C)ccc2F)s1 | 28 | -0.8
FC(F)(F)c1ccc(Oc2ccc3c(C(F)(F)F)cc(C(F)(F)F)nc3n2)cc1 | 4 | -0.8
CCC(C)c1ccc(C2C3=C(Nc4nc(N)[nH]c(=O)c42)c2ccccc2C3=O)cc1 (stereo unspecified) | 2 | -0.3
CC1CCc2sc(C(=O)N/N=C/C3CCCCC3)cc2C1 (stereo unspecified) | 15 | -0.6
CCS(=O)(=O)N1CCC(C(=O)N2CCN(c3ccccc3)CC2)CC1 | 4 | -3.1
O=C(Cc1ccc(Cl)c(Cl)c1)NC1CCCCCC1 | 2 | -0.1
CO[C@H]1[C@@H]2C=CO[C@@H](O[C@H]3O[C@@H](CO)[C@H](O)[C@@H](O)[C@@H]3O)[C@@H]2[C@@]2(CO)O[C@@H]12 | 1 | -0.7
Cc1c(Cl)cccc1NC(=O)NCc1ccc(C)n1C | -7 | -1.2
CCS(=O)(=O)Nc1cccc(C2=NN(S(C)(=O)=O)C(c3cccs3)C2)c1 (stereo unspecified) | 9 | 1.0
Cc1[nH]c(=O)[nH]c(=O)c1CSc1nnc([C@@H](NC(=O)OC(C)(C)C)C(C)C)o1 | 23 | 0.1
CCn1cc(CN2CCC(C(=O)Nc3ccc(Oc4ccccc4)nc3)CC2)cn1 | 32 | 0.0
Cn1c(C(C)(O)C(O)c2ccccc2)nc2ccccc21 (stereo unspecified) | 11 | -0.4
CCOc1ccc2[nH]cc(S(=O)(=O)c3ccc(F)cc3)c(=O)c2c1 | 3 | -0.7
O=[N+]([O-])c1ccc(N2CCOCC2)cc1NCc1ccccc1 | 23 | -0.3
CCOc1ccc(NC(=O)CSc2nnc(-c3ccoc3C)n2CC2CCCO2)cc1 (stereo unspecified) | 0 | -0.2
COc1ccc(S(=O)(=O)NCc2ccco2)cc1-c1nnc2c3ccccc3c(C)nn12 | 15 | -1.1
COc1cc(S(=O)(=O)Nc2cccc3cn[nH]c23)c(OC)cc1Cl | 11 | x
CC(=O)c1ccc(NC(=O)Nc2ccc(S(=O)(=O)N3CCCC3)cc2)cc1 | x | 1.3
CCn1c(-c2nn(-c3ccc(C)cc3)ccc2=O)n[nH]c1=S | 5 | 0.1
O=C(Nc1ccc2c(c1)CN(Cc1ccccc1O)CC2)C1CCCO1 (stereo unspecified) | 1 | -0.4
CCOC(=O)c1ccc(N/C=C2/CCCC(C)C2=O)cc1 (stereo unspecified) | 9 | 0.0
O=C(NNc1nc2ccc(F)cc2s1)c1cccc(F)c1 | 4 | -2.9
C=CCN1CCN(c2ccncc2S(=O)(=O)N2CCCCC2)CC1 | 2 | -0.7
COc1cccc(N2CCN(C(=O)c3cc(-c4ccc(F)cc4)[nH]c3C)CC2)c1 | x | 1.0

(further entries)
SMILES | OX1R FRET antag | STK33 inh
Cc1ccc2c(c1)N(CCC(=O)NCCCN1CCCC1)C(=O)CO2 | 6 | -1.1
O=[N+]([O-])c1ccc(Sc2cccc3cccnc23)c2cccnc12 | 6 | 0.4
COC(=O)C1=CN(Cc2ccc(OC)cc2)C=C(C(=O)OC)C1c1ccc(O)c(OC)c1 | 1 | -0.8
COc1ccc(CCNC(=O)COC(=O)Cn2cnc3c2c(=O)n(C)c(=O)n3C)cc1 | 0 | x
Cn1c2ccccc2c(=O)c2c(O)cccc21 | 30 | 1.0
CCOC(=O)N1CCN(S(=O)(=O)c2ccc(C(=O)N(CCN(C)C)c3nc4ccc(CC)cc4s3)cc2)CC1 | 12 | -1.2
O=C(Nc1ccccc1)C1CCN(C(=O)c2ccc([N+](=O)[O-])cc2)CC1 | 13 | -2.2
